LDHA inh: blocks human lactate dehydrogenase A; P00338; purified LDHA, NADH/diaphorase-resazurin fluorescence; active compounds read low; 480,000 compounds, 0.15% hits; activity change, % (values are at about 110 or 230 µM); in the data active = activity change below about -30%; inconclusive = mostly about -25% to -30%;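 also: plate controls were DMSO wells for no effect and wells without enzyme for full effect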
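Remaining NADH was detected by diaphorase (0.133 mg/mL) converting 37 µM resazurin to fluorescent resorufin, read at 0 and 20 minutes. The preceding 5-minute room-temperature reaction used 2 nM LDHA, 0.2 mM sodium pyruvate and 0.06 mM NADH at pH 7.4.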
* marks the source's active call; other numbers are inactive results; ? = inconclusive. This is a subset. The share of hits here may be higher or lower than overall.

| mol | LDHA inh |
| --- | --- |
| O=C(NCC(=O)N1CCN(CCOc2ccccc2)CC1)c1ccc(N2CCCC2=O)cc1 | 0.7 |
| O=C(NCC(c1ccccc1)c1c[nH]c2ccccc12)c1ccncc1 (configuration not stated) | -0.7 |
| CN(C(=O)C12CC3CC(CC(Cl)(C3)C1)C2)C1CCCCC1 | 4.7 |
| O=C(COc1ccc(F)cc1Cl)NCc1cccc(NC(=O)C2CC2)c1 | 34.5 |
| CC(C)Nc1nc(-c2cc3c4c(c2)CC(=O)N4CCC3)cs1 | -2.4 |
| Cc1ccc(CN(C)C(=O)CN2CCN(c3ccc([N+](=O)[O-])c4cnccc34)CC2)cc1 | 39.4 |
| Cc1c(Br)cc(F)c([S+](=O)([O-])N2CCN([S+](=O)([O-])c3ccc4c(c3)OCCO4)CC2)c1F | 1.2 |
| Cc1nc2ccccc2nc1CS(=O)(=O)C(C)C(=O)N1CCCC1 (configuration not stated) | -5.9 |
| CN(Cc1ccccc1)C(=O)c1cc(-c2cccnc2)nc2ccccc12 | 0.7 |
| CCN(CC)C(=S)SC/C(=N/Nc1ccc(Br)cc1)c1ccccc1 | 31.5 |
| O=C(NC1CCCCC1)C(c1ccc(C(F)(F)F)cc1)n1c(=O)c(-c2ccco2)nc2ccccc21 (configuration not stated) | -7.3 |
| CC(C)(C)c1cc(-c2ccccc2)cc(C(C)(C)C)c1O | 13.2 |
| CCOC(=O)c1c(-c2ccccc2Cl)csc1NC(=O)CN1CCOCC1 | 0.9 |
| Cc1cc(=O)oc2cc(OCC(=O)NCc3cccs3)ccc12 | -10.0 |
| O=C(CSc1nc2ccccc2c(=O)n1CCn1cc(Cl)cn1)Nc1ccc(F)c(Cl)c1 | 21.9 |
| CCCCCCCCN1C(=O)[C@H](CC(=O)NCc2cccs2)C[C@@]2(C(=O)OC)CCCCC=C12 | 2.1 |
| CC(C)CNC(=O)COC(=O)c1cccc(F)c1 | -13.9 |
| CCCSc1nn(CCN(C)C)c2nc3sc(C)c(CC)c3c(=O)n12 | 8.2 |
| O=C(O)C1C(c2ccccc2)C(C(=O)Oc2cccc3ccccc23)C1c1ccccc1 (configuration not stated) | -15.3 |
| COc1cccc(Oc2c(C)oc3cc(OCc4ccccc4F)ccc3c2=O)c1 | 14.1 |
| COc1ccc(C(=O)Nc2ccc3oc(=O)ccc3c2)c(OC)c1 | 2.9 |
| CN1CCN(Cc2cc(=O)oc3cc(O)c(Cl)cc23)CC1 | 4.8 |
| CCCn1nc(C(=O)OCC(=O)N2CCCC2)c2ccccc2c1=O | -16.6 |
| COc1ccc(C(=O)Nc2ccc3oc(-c4ccncc4)nc3c2)cc1Br | -33.4* |
| CC1(NC(=O)CCc2ncc(-c3ccccc3)o2)CCS(=O)(=O)C1 (configuration not stated) | 7.3 |
| CCC(=O)Oc1ccc2c(C)c(CC)c(=O)oc2c1 | -2.2 |
| CCn1c(COc2cc(C)c(Cl)c(C)c2)n[nH]c1=S | -7.2 |
| N#Cc1cccc(C(=O)NC(c2ccccc2)c2cccs2)c1 (configuration not stated) | -2.4 |
| CC(C)(C)NC(=O)C1CCN(S(=O)(=O)Cc2ccccc2)CC1 | 4.6 |
| O=C(OC(c1ccccc1)c1ccccn1)c1cnc2ccccc2n1 (configuration not stated) | 5.0 |
| COc1cccc(-c2nc(SCc3cc(=O)c4cc(C)cc(C)c4[nH]3)n[nH]2)c1 | 12.5 |
| COc1ccc(CCC(=O)NCC(O)COCc2ccc(OC)cc2)cc1 (configuration not stated) | -4.0 |
| CCOc1cc(C=O)cc(Br)c1OCc1cccc(C)c1 | -11.0 |
| NCC(O)COc1ccccc1 (configuration not stated) | -7.7 |
| COc1ccc(-c2ocnc2C(=O)Nc2ccccc2OC)cc1 | 7.8 |
| CCOc1ccc(C(=O)Nc2ccc3oc(-c4cccc(I)c4)nc3c2)cc1 | -0.7 |
| CSc1cccc(NC(=O)c2ccccc2C)c1 | 2.9 |
| Cc1c2cnn(-c3ccccc3)c(=O)c2c(C)n1CCCC(=O)NCc1ccccn1 | -0.3 |
| CC(C)COc1ccc(C(=O)OCC[N+]2(C)CCOCC2)cc1 | 5.6 |
| C=CCSc1nc2c(c(=O)[nH]c(=O)n2C)n1Cc1ccc(Cl)cc1 | -8.2 |
| O=S(=O)(NC(c1ccccc1)c1cccs1)c1cccs1 (configuration not stated) | -6.7 |
| N=C(N)c1cc(I)cc([N+](=O)[O-])c1 | -0.8 |
| Cc1ccccc1Nc1nc(CSc2nnnn2C2CC2)cs1 | 6.1 |
| Cc1ccc(-c2nc3ccccc3s2)cc1NC(=O)c1ccccc1C | 7.9 |
| CC(C)CC(NC(=O)COc1cccc2ccccc12)C(=O)O (configuration not stated) | 28.5 |
| CCc1ccc(OCc2ccc(C(=O)O)cc2)cc1 | -1.3 |
| O=c1cc(CN2CCN(c3ccccc3F)CC2)c2cc(Cl)c(O)cc2o1 | -3.3 |
| COc1ccc(C(C)=O)cc1CN1CCc2ccccc2C1 | 13.4 |
| N/C(=C\C(=O)c1c(O)c(F)c(F)c(F)c1F)C(=O)O | -1.9 |
| COc1cccc2cc(-c3csc(-c4ccccc4F)n3)c(=O)oc12 | 0.1 |
| CCS(=O)(=O)c1nc(-c2ccc(Cl)cc2)cc(C(F)(F)F)n1 | -7.0 |
| CC(C)C(=O)Oc1ccc2c(-c3cc4ccccc4oc3=O)cc(=O)oc2c1 | 0.3 |
| Cn1nc(C(=O)NC2CCCc3ccccc32)c2ccccc2c1=O (configuration not stated) | 2.6 |
| O=C(CSc1nc2ccccc2o1)Nc1ccc(Cl)c(Cl)c1 | 1.8 |
| CC(C)(C)c1ccc(C2CC2C(=O)N/N=C/c2ccc(Cl)cc2)cc1 (configuration not stated) | 9.6 |
| COC(=O)c1ccc(OC(=O)C23CCC(C)(C(=O)C2)C3(C)C)cc1 (configuration not stated) | -3.4 |
| Cc1c(Cl)ccc2c(C(=O)NC3CCC(C)CC3)cc(-c3cccnc3)nc12 (configuration not stated) | 2.0 |
| O=C1CN(C(=O)Cn2ccc3cc(OCc4ccccc4)ccc32)CCN1 | 6.4 |
| CCc1nn2c(ncc3c(=O)n(-c4ncn[nH]4)ccc32)c1-c1ccc(F)cc1 | 2.0 |
| Cc1ccc(-n2nnc(C(=O)NCc3ccccn3)c2C)cc1F | 3.7 |

Further results follow.
| mol | LDHA inh |
| --- | --- |
| COc1cccc(CNC(=O)c2cc3ccccc3[nH]2)c1 | -6.4 |
| O=C(COc1cc(OCC(=O)N2CCNC2=O)c(Cl)cc1Cl)N1CCNC1=O | 3.8 |
| CCOC(=O)C(N)c1ccccc1 (configuration not stated) | 6.5 |
| O=C(NC1CCCC1)c1cccc2ccccc12 | 0.9 |
| O=C(CSc1nnnn1C1CCCC1)N1CCCC1c1ccc2c(c1)OCCCO2 (configuration not stated) | -4.8 |
| Cc1cccc(Cn2nc(C)c(NC(=O)NC3CCCCC3)c2C)c1 | 0.9 |
| CCCCN(CC)CCNC(=O)COCc1cc(-c2cccs2)on1 | -3.0 |
| CCOCCn1c(Br)nc2c1c(=O)[nH]c(=O)n2C | 7.0 |
| CCn1c(NC(=O)c2oc3ccccc3c2COC)nc2ccccc21 | -5.9 |
| Cc1ccc2cc(F)ccc2n1 | 4.9 |
| O=C(C[C@H]1CC[C@@H]2[C@H](COC[C@H](O)CN2Cc2cccc(C(F)(F)F)c2)O1)NCCc1ccccc1 | 4.1 |
| Cc1cccc(NC(=O)CNC(=O)COC(=O)Cc2n[nH]c(=O)c3ccccc23)c1C | 1.9 |

Shown with each value named: entries from further up.
mol: COc1cccc2cc(-c3csc(-c4ccccc4F)n3)c(=O)oc12
  LDHA inh: 0.1

mol: N=C(N)c1cc(I)cc([N+](=O)[O-])c1
  LDHA inh: -0.8

mol: Cc1cccc(NC(=O)CNC(=O)COC(=O)Cc2n[nH]c(=O)c3ccccc23)c1C
  LDHA inh: 1.9

mol: O=C(C[C@H]1CC[C@@H]2[C@H](COC[C@H](O)CN2Cc2cccc(C(F)(F)F)c2)O1)NCCc1ccccc1
  LDHA inh: 4.1

Next results:
| mol | LDHA inh |
| --- | --- |
| CCN(Cc1ccco1)C(=O)c1cc2cc(Br)ccc2[nH]1 | 5.3 |
| Cc1c(CC=C(Cl)Cl)c(Cl)nc2c(C)cccc12 | 7.7 |
| Clc1cc(Cn2nnc(-c3ccccc3Br)n2)cc2c1OCCCO2 | 10.5 |
| CC(C)C(OC(=O)Cc1cccc(C(F)(F)F)c1)C(=O)NC(N)=O (configuration not stated) | 4.1 |
| Clc1ccc(C2Cc3ccccc3N2)cc1 (configuration not stated) | 2.7 |
| CCCCCc1c(C)nc(Nc2nc(C)c3cc(OCC)ccc3n2)[nH]c1=O | -0.1 |
| CCC(C)(C)C1CCc2c(sc(NC(=O)C3CC3c3ccccc3)c2C#N)C1 (configuration not stated) | 0.5 |
| CC(C)N1CCC(NC(=O)c2cccc3ccccc23)CC1 | 7.0 |
| CCOc1cc(C)c(C(C)C)cc1S(=O)(=O)n1ccnc1C(C)C | -0.5 |
| Cn1nc(C(C)(C)C)cc1NC(=O)C(C)(C)Oc1ccc(Cl)cc1 | 4.8 |
| CC(C)C(NC(=O)Cc1ccccc1)C(=O)N1CCCC1 (configuration not stated) | -5.7 |
| CC1(C)CC(=O)C2=C(C1)N(Cc1ccccc1)C(C1CCCCC1)=NC2(C(F)(F)F)C(F)(F)F | 0.6 |

Continued.
SMILES,LDHA inh
CCN(Cc1ccc(OC)c(OC)c1)C(=O)c1oc2ccc(Br)cc2c1C,-3.4
FC(F)(F)c1cccc(CNCc2cccc(C(F)(F)F)c2)c1,2.5
CC(C)(C)c1ccc(NC(=O)CSc2nc3ccccc3o2)cc1,14.5
COC(=O)C[C@@H]1CC[C@@H](NS(=O)(=O)c2ccc(OC)cc2)[C@@H](CO)O1,-11.2
CCCCC[C@@H](C)N1C[C@@H](COCc2ccccc2)Oc2cc(N3CCC[C@@H]3COC)ccc2S1(=O)=O,3.5
O=[N+]([O-])c1cccc2ccc(/C=C/c3ccc(OC(F)F)cc3)nc12,6.2
Cc1ccc2nc(C)cc(Nc3ccc(C)c(C)c3)c2c1,1.8
Fc1ccc(C(=Nc2ccccc2)c2ccc(F)cc2)cc1,-2.7
O=C(NCc1ccccn1)c1ccc2c(c1)N(Cc1ccccc1)C(=O)c1ccccc1S2=O (configuration not stated),0.2
O=C(NCCN1CCOCC1)c1cc2nc(-c3cccs3)cc(C(F)(F)F)n2n1,7.7
CC(C)c1ccc(C(=O)N/N=C/CCc2ccccc2)cc1,-19.7
CC(C)C(NC(=O)c1cccc(Cl)c1)C(C)C,1.7
COC(=O)c1ccc(CNC(=O)c2nn(CC(C)C)c(=O)c3ccccc23)cc1,1.2
CCOc1ccccc1NC(=O)c1cnc(N2CCCCC2)c2ccccc12,6.8
Cc1nc2ccc(C(=O)OC(C)C(=O)NC(N)=O)cc2nc1C (configuration not stated),-20.8
COc1cccc(CNc2ccc(N3CCOCC3)c(C(=O)O)c2)c1,-11.5
CC1(C)CC(=O)CC(C)(C)N1,-7.2
c1ccc(CCN2CCNCC2)nc1,13.0
O=C(OCC(=O)N1c2ccccc2Sc2ccccc21)c1ccccc1,1.6
CCc1cc(C(=O)Nc2ccccc2C#N)cs1,-1.1
C/C(=N\N=C(N)N)C1=CC(C)(C)CCC1,0.9
CC(NC(=O)Cn1cnc(C#N)n1)c1ccc(-c2ccccc2)cc1 (configuration not stated),3.5
COc1cc(NC(=O)CSc2ncc(-c3ccc(F)cc3)o2)cc(OC)c1,-4.5
Cc1cccc(C)c1NC(=O)C1c2ccccc2OCC(=O)N1Cc1cccnc1 (configuration not stated),-2.2
O=C(/C=C/c1ccco1)Nc1ccc(SC2CCCC2)cc1,3.4
CCOC(=O)c1oc2cc(OC(=O)c3ccccc3OC)ccc2c(=O)c1-c1ccc(OC)cc1,7.6
O=C(COC(=O)C1CC(=O)N(c2nc(-c3ccc(Cl)cc3)cs2)C1)c1ccc(Cl)cc1 (configuration not stated),3.6
C=CCc1cc(/C=C2\NC(=O)NC2=O)cc(OCC)c1O,13.8
O=C(Nc1cc(Cl)c(Cl)cc1Cl)c1ccc(-c2ccccc2)cc1,0.3
Cn1c(Cl)nc2c1c(=O)n(Cc1ccc(Cl)cc1Cl)c(=O)n2C,0.7
Cc1ccc(NC(=O)c2ncoc2-c2ccco2)cc1,11.5
COc1ccc(OC)c(/C=C2\Oc3cc(OS(=O)(=O)c4ccc(C)cc4)ccc3C2=O)c1,1.9
COc1ccc(C(=O)N(Cc2ccco2)Cc2ccco2)c(O)c1,7.5
CCOC(=O)CNC(=O)Nc1cc(C(=O)NCc2ccc(OC)cc2)ccc1N1CCCC1,7.9
O=C(CCC1CCCC1)NCc1ccncc1,-6.4
CN(C)C(CNC(=O)c1cc(=O)[nH]c2ccccc12)c1ccc(F)cc1 (configuration not stated),0.0
O=C(NCc1ccccc1F)c1nc(-c2ccc(Br)o2)no1,-0.7
O=C(Nc1cccc2ncccc12)c1cccc(S(=O)(=O)NCC(F)(F)F)c1,?
COC(=O)c1ccc(N2CC3=C(C2=O)C(c2ccccc2)NC(=O)N3C)cc1 (configuration not stated),5.1
CC(C)/C(=N\NC(=O)c1ccc(C(C)(C)C)cc1)c1ccccc1,1.4
Cn1nc(C(=O)OC2CCC(C(C)(C)C)CC2)c2ccccc2c1=O (configuration not stated),0.9
Cc1ccccc1-c1cc(C(=O)O)c2cccc(C)c2n1,-5.4
CCCOc1c(Br)cc(/C=C/C(=O)c2ccc(O)c(OC)c2)cc1OC,-6.5
Cc1cccc(C)c1-n1nnnc1-c1nc2ccccc2[nH]c1=O,0.6
Cc1cccc2nc(C(=O)N3CCN(c4cccc(Cl)c4)CC3)cn12,7.4
COc1ccc(/C=C2\Oc3cc(OS(=O)(=O)c4ccccc4)ccc3C2=O)c(OC)c1OC,7.3
O=c1c(-c2cc3ccccc3[nH]2)nc2ccccc2n1C(CCc1ccccc1)c1nc2ccccc2[nH]1 (configuration not stated),0.0
Cc1ccc2c(ccn2CCC(=O)Nc2nnc(CC(C)C)s2)c1,11.8
